# HIF act – HIF pathway transcriptional activation | U2OS HRE-luciferase reporter, luminescence; normalized: DMSO 0%, desferrioxamine 100% | 300,000 tested, 0.32% active | activation, % at 7.5 µM (by protocol);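 active = mean activation of at least 10% of the iron chelator positive control signal, with at least half of replicates also reaching 10%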
# aSyn 5UTR inh – MLPCN primary screen, SNCA 5' untranslated region | alpha-synuclein 5'UTR reporter, inhibitor activity | inhibition, % (tested at 7.5 µM) | 300,000 tested, 0.82% active; in the data active = inhibition above about 60%;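 note: H4 neuroglioblastoma cells stably carrying SNCA 5'UTR luciferase fusion; 0% = DMSO wells and 100% = positive control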
# AI-2 QS mod – modulators of Vibrio harveyi AI-2 quorum sensing system; Vibrio harveyi JMH597 AI-2 luminescence/OD600 ratio, 9 h; stronger effect = lower value; strain lacks LuxN and CqsS sensors; 0 = neutral-control median; activity change, % at 7.5 µM; 300,000 tested, 0.4% active; AID 2094; in the data active = activity change below about -75%, passing the limit was not always enough;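 note: luminescence divided by OD600 gain over 9 h not by final OD600 alone; inactives centre near 13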
# HDAC3 inh – inhibitors of human histone deacetylase 3. O15379. recombinant HDAC3, fluorogenic peptide/trypsin coupled, fluorescence. inhibition, % at 8.3 µM. 320,000 tested, 0.15% active. AID 2718; in the data active = inhibition above about 26%, passing the limit was not always enough
# Target sequence (O15379 whole entry, looked up): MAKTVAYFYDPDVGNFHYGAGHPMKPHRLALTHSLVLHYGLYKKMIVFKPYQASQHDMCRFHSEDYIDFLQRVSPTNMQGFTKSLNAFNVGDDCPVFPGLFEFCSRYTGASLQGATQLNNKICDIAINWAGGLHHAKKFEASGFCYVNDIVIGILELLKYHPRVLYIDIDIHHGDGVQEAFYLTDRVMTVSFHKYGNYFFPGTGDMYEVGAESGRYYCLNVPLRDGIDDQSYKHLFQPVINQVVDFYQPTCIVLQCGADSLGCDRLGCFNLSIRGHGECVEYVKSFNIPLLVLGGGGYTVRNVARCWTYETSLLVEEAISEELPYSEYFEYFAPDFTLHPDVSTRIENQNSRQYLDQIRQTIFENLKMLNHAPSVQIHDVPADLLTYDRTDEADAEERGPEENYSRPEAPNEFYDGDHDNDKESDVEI
# IEC-6 cytotox – kills IEC-6 intestinal cells in KLF5 counter-screen; inhibition, % at 5 µM; AID 1825; 290,000 tested, 0.78% active; IEC-6 cytotoxicity, luminescence viability; in the data active = inhibition above about 22%;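 note: 0% = plate median of test compound wells and 100% = cytotoxic reference compound wells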
# KLF5 inh – inhibitors of KLF5 expression; 290,000 tested, 0.23% active; DLD-1 KLF5 promoter-luciferase reporter, luminescence; inhibition, % at 5 µM; AID 1700;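 active = inhibition above a per-plate limit of that plate's mean compound inhibition plus 3 SD, cut at about 60% in these data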;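 note: 0% = DMSO wells and 100% = LY294002 at 200 µM; higher means less KLF5 promoter-driven luciferase light; inactives centre near -14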
# HSF-1 act – increases HSF-1 driven luciferase reporter signal; NIH3T3-HGL HSF-1 luciferase reporter, MG132, 8 h; 100% = twice DMSO control signal; activation, % at 9 µM; 300,000 tested, 1.7% active; AID 504408;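 active = mean replicate activation of at least 50% with a set share of replicates each reaching 50%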;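 note: 0% = median of the neutral control wells and 100% = twice that signal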
# Platelet DG rel – modulates dense granule release in human platelets. human platelet-rich plasma, SFLLRN dense granule ATP release, luminescence. inhibition, %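 (compounds screened at 7.5 µM in platelet-rich plasma)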. 300,000 tested, 0.22% active;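 active = mean replicate score, as percent of positive control, at or above 50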
# HSF1 inhib – HSF1 inhibition. NIH3T3-HGL HSE-luciferase, MG132-induced, luminescence 8 h; stronger effect = lower value. activity change, negative = inhibition, % at 7.5 µM (by protocol). 300,000 tested, 0.77% active;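 active = more than half of replicate wells show activity change below -50%, luminescence cut by over half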;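 note: luciferase reports HSF-1 transcriptional activity via heat shock element; 0% = median of DMSO wells and -100% = zero luminescence signal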
# HSP90 refold inh – blocks HSP90-mediated luciferase refolding in reticulocyte lysate. Rabbit reticulocyte lysate, luciferase refolding luminescence, 3 h. AID 1789. 290,000 tested, 0.91% active. inhibition, % at 5.6 µM;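 active = inhibition above the screen-wide mean plus 3 SD, computed separately per campaign, cut at about 16% in these data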;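 note: 0% = DMSO wells and 100% = 60 µM geldanamycin wells; inhibitors lower the luminescence because luciferase stays unfolded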
# The depositor's hits bear a star; . = not tested or not shown. Compounds were not picked by outcome; about 5% have a hit in one of these screens.
SMILES,HIF act,aSyn 5UTR inh,AI-2 QS mod,HDAC3 inh,IEC-6 cytotox,KLF5 inh,HSF-1 act,Platelet DG rel,HSF1 inhib,HSP90 refold inh
CCCC1=[N+](CC(C)=O)CCn2c(C)ccc21,-0.2,-34,4,3,6,-7,8,-3,-2,0
Cc1ccc(CNC(=O)COC(=O)CSc2ccc(Br)cc2C)cc1,0.3,-2,43,11,0,-16,5,3,-9,-3
CCCCN(CCCC)CCCNC(=O)CN1C(=O)COc2ccc(S(=O)(=O)N3CCC(C)CC3)cc21,0.1,9,.,1,7,-6,-6,13,-2,-3
C=CCn1cc(C(=O)N2CCN(CC)CC2)c(=O)c2cc(S(=O)(=O)N(CC)CC)ccc21,1.4,15,16,8,-6,-12,-14,-10,0,-2
CCOP(=O)(OCC)C(Nc1ccc(C(=O)O)cc1)c1ccccc1 (centres undefined),-0.9,0,13,-3,0,-15,0,3,2,3
CC(=O)Nc1ccc(Nc2nc(C)nc3c2oc2ccccc23)cc1,-0.3,-8,9,4,6,-13,-2,-1,-2,-2
Cc1ccsc1C(=O)Nc1nc2ccccc2[nH]1,-1.7,-10,3,4,15,-124,43,100*,28,22*
COc1ccc(N2CC(C(=O)Nc3cc(C(F)(F)F)ccc3N3CCCC3)CC2=O)c(OC)c1 (centres undefined),3.1,-26,38,13,.,.,-8,2,-9,.
O=C(N/N=C/C=C\c1ccccc1[N+](=O)[O-])c1cc(-c2ccccc2)nc2ccccc12,-0.2,21,-9,-2,2,-8,7,-14,-13,2
Fc1ccccc1/C=N/Nc1ccc(Cl)nn1,-0.5,-110,5,-3,2,-100,10,4,8,-3
C=C(C)CSc1nnc(-c2ccc(OC)c(OC)c2)n1N,0.2,0,36,2,-2,-63,-4,-1,0,1
Brc1cccc(OCCN2CCc3ccccc3C2)c1,-0.9,-2,4,0,0,-27,1,-5,5,-4
O=C(c1cccs1)N1CCCC(N2CCN(c3ccc(F)cc3)CC2)C1 (centres undefined),0.4,-11,2,-5,0,-10,-21,1,-4,-2
COc1cc(N2CCCC2)c(OC)cc1/C=C(/C#N)c1cccc(F)c1,0.1,1,16,-1,-3,-44,-6,-1,0,4
O=C(N/N=C/c1ccc(-c2ccc(Cl)c(C(=O)O)c2)o1)c1cc2c(ccc3ccccc32)o1,-0.6,19,30,5,-7,13,-7,8,5,4
CN(CC(=O)Nc1ccc(F)cc1)CC(=O)Nc1ccc(F)c(F)c1F,0.2,17,24,3,5,-41,-1,-6,-2,-1
CCOCCc1c(O)nc(SCC(=O)NCc2ccco2)[nH]c1=O,-0.7,9,11,5,2,-17,-12,0,0,1
Clc1ccccc1CSc1snnc1-c1ccccc1,0.6,-61,23,-2,2,-21,49,-2,36,-3
Cc1ccccc1NC(=O)CN(C)S(=O)(=O)c1ccc2c(c1)n(C)c(=O)c(=O)n2C,-0.2,6,11,0,3,-27,-16,2,-4,4
COc1ccc(C(=S)N2CCOCC2)cc1OS(=O)(=O)c1ccccc1[N+](=O)[O-],-0.1,-70,1,3,-4,6,25,-4,4,-3
Cn1c(=O)c(=O)n(C)c2cc(S(=O)(=O)NCCN3CCN(c4ccccc4F)CC3)ccc21,-0.2,19,-14,-1,-3,-33,0,7,0,-1
O=C(NCc1ccccc1Cl)c1ccccc1Oc1ccccc1,-0.5,15,4,2,-1,-17,15,24,6,2
COc1ccc(NC(=O)c2ccccc2C(=O)N2CCCCC2)cc1,0.1,-7,10,0,-2,-4,5,7,12,0
Oc1ccccc1C(=S)N1CCCC1,0.1,-5,0,-3,1,-8,-2,4,6,-3
COc1ccc(CCC(=O)N2CCCSC2=Nc2ccc(C(C)=O)cc2)cc1,0.8,-29,13,-7,-5,2,-2,4,3,4
CC1C/C(=N\NC(=O)c2cccnc2)CC(C)(C)C1 (centres undefined),-0.1,16,3,5,-10,-27,7,-2,4,-5
COc1ccc(C)c2sc(N(CCCN(C)C)C(=O)CS(=O)(=O)c3ccc(F)cc3)nc12,0.1,-4,-2,2,.,.,-7,12,5,.
Cc1ccc(-c2nc3ccc(NS(=O)(=O)c4ccccc4)cc3[nH]2)o1,2.6,-174,32,6,6,-109,25,4,18,8
CC(Sc1nc(-c2ccccc2)nc2c1COC(C)(C)C2)C(=O)N1CCOCC1 (centres undefined),-0.3,-26,10,-5,-5,-23,2,1,0,0
Cc1ccc(NC(=O)C2CCN(S(=O)(=O)c3ccc4c(c3)OCCO4)CC2)nc1,-0.1,4,14,-3,.,.,9,-5,3,.
O=C1CC(C(=O)N2CCCc3ccccc32)CN1c1ccc(Cl)cc1 (centres undefined),-11,7,.,1,5,-8,20,-3,-7,4
CN=C(Nc1cccc(OC)c1)SC1CC(=O)N(c2ccc(C(=O)O)cc2)C1=O (centres undefined),-0.6,25,5,-11,-1,-25,5,5,-11,0
Cc1cc2ccccc2n1CCNC(=O)c1ccc(Br)o1,0.0,-78,-5,4,6,-30,2,-4,-3,17*
COc1ccc(-c2csc3nc(-c4ccccc4)oc(=O)c23)cc1OC,0.4,-58,16,4,-3,-47,0,1,-1,-2
CC1(C)Cc2sc3c(=O)[nH]c(=S)[nH]c3c2CO1,0.2,-2,23,0,-4,-15,-25,-1,-9,2
COc1ccc(N(CC(=O)NCCc2ccc(S(N)(=O)=O)cc2)S(=O)(=O)c2c(C)noc2C)cc1,-0.4,-1,13,1,-6,-17,11,3,1,-2
O=C1c2ccccc2S(=O)(=O)N1CCOc1ccc(F)cc1,0.6,-10,11,3,3,-17,-7,-5,10,-1
CCOC(=O)C1(C)/C(=N/Nc2ccccc2Cl)C(=O)C(=O)N1c1ccccc1 (centres undefined),0.3,-5,19,2,-6,-10,-2,-2,-8,-4
Nc1ccc2nc[nH]c2c1,2.8,25,20,9,5,-10,-3,9,-4,-1
C=CCn1c(SCC(=O)Nc2nnc(CC)s2)nnc1-c1cccnc1,0.1,3,6,-6,7,-2,-4,3,-3,0
Cc1nnc(NC(=O)C2CCCC2)s1,0.0,-9,13,.,-6,-30,2,3,0,-3
COC(=O)Nc1ccc(S(=O)(=O)N2CCN(CCN3C(=O)C4C5C=CC(C5)C4C3=O)CC2)cc1 (centres undefined),0.3,25,20,-5,-4,-23,4,2,-6,-4
CCOC(=O)N1CCN(C(=O)c2ccc(N(C)S(=O)(=O)c3ccc(C)cc3)cc2)CC1,0.3,13,-8,5,3,1,-10,-5,0,5
Cc1cc(C)cc(N(C)S(=O)(=O)c2nnc(NC(=O)C(C)C)s2)c1,-0.2,4,25,8,6,-13,-7,0,3,3
Cc1cccc(C)c1NC(=O)CNC(=O)c1c(C)nn(-c2ccccc2)c1Cl,-0.4,3,11,.,.,.,-13,-6,-2,.
C=CCc1cccc(CNn2cnnc2)c1O,-5.4,6,16,4,6,-10,5,-2,-4,-1
C=CCN1CCN(C(=O)c2c(-c3ccccc3)noc2C)CC1,0.0,-21,5,-3,-4,-20,-6,0,-2,-5
Cc1ccc(C(=O)N2CCN(c3ncnc4c(-c5ccccc5)nsc34)CC2)cc1,0.4,11,13,-2,-2,-34,6,-6,-5,-3
COc1cccc2c(=O)c(C/C=C(/C)Cl)c(C)[nH]c12,-0.2,13,37,-11,3,-1,16,-3,-6,0
c1coc(CNCCCN2CCOCC2)c1,-0.1,-24,32,4,-4,-17,-8,-4,-1,-2

# Additional records:
SMILES,HIF act,aSyn 5UTR inh,AI-2 QS mod,HDAC3 inh,IEC-6 cytotox,KLF5 inh,HSF-1 act,Platelet DG rel,HSF1 inhib,HSP90 refold inh
CC(C)=CCC/C(C)=C/C=N/NC(=O)c1ccccc1[N+](=O)[O-],0.7,3,6,-4,2,-8,-11,5,-6,1
COc1ccc(S(=O)(=O)N2CCCCCC2)cc1C(=O)N1CCCCC1,-0.1,-5,1,5,5,-14,-6,-6,2,2
O=C(CSc1nnnn1C1CCCC1)c1ccc2c(c1)OCCO2,0.4,-102,15,17,3,-123,6,19,9,-1
COc1ccc(C(=O)NC(=S)NCc2cccnc2)cc1OC,-0.1,-14,9,3,3,-19,0,8,-9,-1
COc1cc(C)c(S(=O)(=O)NCc2cccnc2)cc1C,-3.2,4,14,-3,0,-27,6,2,-3,0
Cc1c(C(=O)N(C)C(C)c2ccncn2)oc2c(F)cccc12 (centres undefined),1.5,-15,27,-5,-2,-5,1,3,3,-7
CC1(C(=O)Nc2cccc(S(=O)(=O)N3CCOCC3)c2)Cc2ccccc2C(=O)O1 (centres undefined),-0.6,5,19,-1,3,-39,48,-1,22,4
CC1=C(C(=O)NCCc2ccc(C)cc2)C2(CCC(C)CC2)OC1=O (centres undefined),-0.2,8,-1,3,-3,-3,-12,-12,-1,-5
CC(C)c1nnc(NC(=O)C2CCCN2C(=O)Nc2ccccc2[N+](=O)[O-])s1 (centres undefined),-0.2,-2,3,3,2,10,8,3,-8,-3
NNC(=O)c1ccc(COc2ccc(Br)cc2)o1,-8.9,-13,20,0,-2,-56,28,4,-6,-6

# Reformatted field by field: part of the list above
Cc1c(C(=O)N(C)C(C)c2ccncn2)oc2c(F)cccc12 (centres undefined)
- HIF act = 1.5
- aSyn 5UTR inh = -15
- AI-2 QS mod = 27
- HDAC3 inh = -5
- IEC-6 cytotox = -2
- KLF5 inh = -5
- HSF-1 act = 1
- Platelet DG rel = 3
- HSF1 inhib = 3
- HSP90 refold inh = -7

CC1(C(=O)Nc2cccc(S(=O)(=O)N3CCOCC3)c2)Cc2ccccc2C(=O)O1 (centres undefined)
- HIF act = -0.6
- aSyn 5UTR inh = 5
- AI-2 QS mod = 19
- HDAC3 inh = -1
- IEC-6 cytotox = 3
- KLF5 inh = -39
- HSF-1 act = 48
- Platelet DG rel = -1
- HSF1 inhib = 22
- HSP90 refold inh = 4

# Further results follow:
SMILES,HIF act,aSyn 5UTR inh,AI-2 QS mod,HDAC3 inh,IEC-6 cytotox,KLF5 inh,HSF-1 act,Platelet DG rel,HSF1 inhib,HSP90 refold inh
COc1ccc(CCNc2ccc(S(=O)(=O)N3CCN(C)CC3)cc2[N+](=O)[O-])cc1,-0.8,-4,9,0,.,.,-7,-9,2,.
COc1ccc(N2CC(NC(=O)Nc3ccccc3)CC2=O)cc1 (centres undefined),-0.2,3,27,5,2,-1,2,-2,-8,2
CCOC(=O)c1sc(NC(=O)CSc2nnc(Cc3ccccc3)o2)c(C#N)c1C,0.7,9,18,7,0,-24,10,10,-2,-2
COC(=O)C1=CN(C(C)C)C=C(C(=O)OC)C1c1cccc(OC)c1,-0.1,14,15,-76,-4,-21,14,5,4,0
O=C(c1nc2ccccc2s1)N1CCSCC1,-0.4,-92,0,9,-2,-11,2,-4,0,-4
O=C(COC(=O)C1CCC1)NCc1ccccc1,0.4,-5,12,0,.,.,0,-2,-4,.
Cc1cc(C)n(CC(=O)N2CCCC(N3CCN(Cc4ccc5c(c4)OCO5)CC3)C2)n1 (centres undefined),-0.1,-3,12,12,0,-23,-4,3,-5,2
COc1cc(/C=N/NC(=O)C(=O)/C=C2\NC3(CCCC3)Cc3ccccc32)ccc1O,0.5,14,36,10,4,-8,2,32,7,-2
O=C(Nc1ccc(F)cc1)c1ccccc1Oc1ccc(C(F)(F)F)cc1[N+](=O)[O-],0.2,-15,30,13,-8,15,7,1,6,4
COc1ccc(-c2csc(NC(=O)CCCc3nc4ccccc4c(=O)[nH]3)n2)cc1OC,1.5,9,7,-1,.,.,4,2,-1,.
COc1cc(/C=N/NC(=O)c2cc(-c3ccc4c(c3)OCO4)n[nH]2)ccc1O,1.3,-5,96,14,5,-43,12,5,7,2
COc1nc(-c2ccccc2)ccc1-c1noc(COc2ccccc2)n1,-0.3,2,14,3,1,-14,-74,3,-68*,-3

# Screening data (PubChem BioAssay)
